West Nile virus CPE = West Nile virus antiviral activity, cell-based, CPE readout (AID 1621); West Nile virus-infected cells, CPE inhibition; higher % means a stronger effect; CPE inhibition, % at 10 µM; hits with a dose series show IC50 in µM; 290,000 compounds, 0.02% hits; in the data active = a potency from the dose series; inconclusive = CPE inhibition mostly from about 3.7% at the one dose, without a potency; inactive = the rest, 99 in 100 with CPE inhibition below about 2.2%; note: strong numbers were not always called active
GPR55 antagonists = inhibition of LPI-stimulated GPR55 beta-arrestin translocation – imaging, U2OS, beta-arrestin-GFP, LPI agonist, primary screen (AID 2013); U2OS GPR55 beta-arrestin-GFP translocation imaging, LPI antagonism; higher % means a stronger effect; inhibition, % at 10 µM, or IC50 in µM where a hit was titrated; 290,000 compounds, 0.13% hits;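 active = spots per cell inhibited over 60%, with over 100 cells counted and total cytoplasm intensity under 500,000; inconclusive = wells with under 100 cells, flagged as likely toxic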;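 note: U2OS cells stably carrying GPR55 and arrestin-GFP stimulated by 5 µM LPI near EC80; imaged beta-arrestin-GFP aggregate spots per cell after agonist stimulation; plate controls were LPI-stimulated DMSO wells for no effect and DMSO wells without LPI for full effect; some results filed as inactive read as strong as hits; confirmed hits need IC50 under 10 µM and bright autofluorescent wells are also inconclusive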
GPR35 arrestin U2OS = GPR35 antagonists blocking zaprinast-driven arrestin recruitment, primary screen, imaging, U2OS, beta-arrestin-GFP, zaprinast agonist (AID 2058). inhibition, % at 10 µM, or IC50 in µM where a hit was titrated. U2OS GPR35 beta-arrestin-GFP translocation imaging, zaprinast antagonism; higher % means a stronger effect. 290,000 compounds, 0.052% hits;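 active = inhibition of at least 50% with at least 30 cells and total cytoplasm GFP at most 10,000,000; inconclusive = under 30 cells or total GFP of 10,000,000 plus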
NOD1 NF-kB reporter = NOD1 signaling inhibitors, primary screen, cell-based, luminescence, uHTS (AID 1578); inhibition, % at 4 µM; hits with a dose series show EC50 in µM; 290,000 compounds, 1% hits; NOD1-driven NF-kB luciferase reporter cells, luminescence; higher % means a stronger effect; in the data active = inhibition mostly above about 36%, no sharp cut-off; inactive = mostly below about 34%;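 note: HEK-293T reporter cells stimulated with the NOD1 agonist gamma-tri-DAP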
KOR beta-arrestin-1 = KOR antagonists, beta-arrestin recruitment, cell-based, luminescence, uHTS (AID 1778). KOR beta-arrestin recruitment, luminescence, antagonist mode; higher % means a stronger effect. one-dose inhibition, % at 10 µM; IC50 in µM for titrated hits. 290,000 compounds, 0.091% hits; in the data active = inhibition above about 50%; note: strong numbers were not always called active
Dengue-2 NS5 capping = flavivirus cap methylation enzyme inhibition – biochemical, confirmation dose response, primary screen (AID 588689); one-dose inhibition, % at 25 µM; IC50 in µM for titrated hits; 340,000 compounds, 0.3% hits; Dengue-2 NS5 methyltransferase capping enzyme assay, biochemical; higher % means a stronger effect; in the data active = a potency from the dose series; inconclusive = inhibition above about 29% without an active follow-up result
GPR55 activation = selective activators of receptor GPR55 – imaging, U2OS cells, beta-arrestin-GFP redistribution, primary screen (AID 1961); U2OS GPR55 beta-arrestin-GFP redistribution imaging; higher % means a stronger effect; activation, % at 10 µM; hits with a dose series show EC50 in µM; 290,000 compounds, 0.048% hits;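 active = activation above 40% with more than 50 cells counted in the well; inconclusive = wells holding fewer than 50 cells, flagged as toxic or sparse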;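 note: U2OS osteosarcoma cells stably expressing GPR55 and beta-arrestin-GFP; plate controls were DMSO negative control for no effect and LPI positive control for full effect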
HIV peptide binding = inhibitors of HIV fusion peptide binding, primary screen, biochemical, uHTS, fluorescence dequenching (AID 1986); 290,000 compounds, 0.3% hits; cell-free peptide binding, fluorescence dequenching, 30 min; higher % means a stronger effect; one-dose inhibition, % at 20 µM; IC50 in µM for titrated hits; in the data active = inhibition mostly above about 52%, no sharp cut-off; inactive = mostly below about 76%; note: some results filed as inactive read as strong as hits
KOR beta-arrestin-2 = KOR agonists, beta-arrestin recruitment, primary screen, cell-based, luminescence, uHTS (AID 1777). 280,000 compounds, 0.02% hits. KOR beta-arrestin recruitment, luminescence; higher % means a stronger effect. one-dose activation, % at 10 µM; EC50 in µM for titrated hits; in the data active = activation above about 50%, passing the limit was not always enough; note: a part of the inactive calls stands beside numbers as strong as those of hits
* hit, by the source's call; ? = inconclusive; . = not tested or not shown; [ ] = remark or other dose.

The line under a structure holds: KOR beta-arrestin-1 | NOD1 NF-kB reporter | West Nile virus CPE | HIV peptide binding | KOR beta-arrestin-2 | GPR35 arrestin U2OS | GPR55 antagonists | GPR55 activation | Dengue-2 NS5 capping
- COC(=O)CN1C(=O)C2(C(C#N)=C(N)Oc3n[nH]c(-c4cccs4)c32)c2ccccc21 (centres undefined)
 : -21% | 8% | -0.2% | 0.0% | 0.7% | -7% | 2% | 0.6% | 8%
- COCCNC(=S)NNC(=O)c1cc(C2CC2)nc2ccccc12
 : 19% | -16% | -0.6% | -1.9% | -2.0% | -3% | -2% | -0.1% | 0%
- CCOc1ccc2[nH]c3c(N4CCc5ccccc5C4)ncnc3c2c1
 : -48% | 28% | 1.2% | -2.5% | . | 26% | 2% | 0.1% | .
- O=C(NCCOCc1ccc(Cl)cc1)c1ncn[nH]1
 : 3% | -10% | 0.0% | 2.7% | -2.6% | -11% | 25% | 0.5% | -12%
- COc1ccc(CCNC(=O)Nc2cccs2)c(OC)c1
 : 16% | -18% | -1.0% | -0.2% | 0.8% | 4% | 4% | -0.2% | -8%
- O=C(N/N=C/c1cc(Cl)cc([N+](=O)[O-])c1O)c1ccccc1NS(=O)(=O)c1cccs1
 : -1% | -2% | -0.3% | 14µM* | 2.6% | 14% | -2% | -0.2% | 24%
- Cn1cc(C(=O)N/N=C/c2cccs2)c2ccccc21
 : -10% | 17% | 0.3% | 0.7% | -4.4% | -6% | -7% | 0.1% | -3%
- O=c1c2ccccc2[nH]c(=S)n1Cc1ccccc1
 : 0%[20 µM] | -27% | 0.0% | -0.8% | -2.7% | 3% | 9% | 1.2% | 0%
- Cc1cc2nc(-c3ccc(NC(=O)C(C)C)cc3)oc2cc1C
 : 42% | -29% | . | -3.7% | -4.1% | 7% | 14% | -0.1% | -3%
- CS(=O)(=O)N(CC(=O)N1CCCC1)c1cc(Cl)ccc1Cl
 : -41%[20 µM] | -32% | 0.1% | 1.7% | 2.6% | 4% | 1% | 0.1% | -3%
- Cc1ccccc1NC(=O)CCCNC(=O)c1ccc(Cl)cc1
 : -40% | 31% | -0.4% | -1.9% | -0.5% | 0% | -8% | 0.3% | -1%
- CCOC(=O)CN(C(=O)CNC(=O)c1ccco1)C(C(=O)NC1CCCCC1)c1cccnc1 (centres undefined)
 : -16% | -35% | -0.5% | 1.4% | -2.6% | -3% | -2% | 0.1% | -6%
- COc1cccc(NC(=O)NCCC2=CCCCC2)c1
 : -19% | -22% | 0.1% | 1.4% | -1.9% | 3% | 9% | -0.4% | .
- CCCCCCN1CC(O)=C(c2ccccc2)C1=N
 : 3% | -18% | 0.2% | 0.2% | 1.4% | 7% | 4% | 0.0% | -16%
- Cc1ccc(OCC(=O)Nc2cc(S(=O)(=O)N3CCOCC3)ccc2Cl)c([N+](=O)[O-])n1
 : 9% | -4% | -0.1% | 0.1% | -0.5% | -2% | 10% | -0.1% | -6%
- CCCn1c(SCC(=O)N2CCN(c3ccccc3)CC2)nc2ccccc2c1=O
 : 10% | -20% | -0.2% | -1.5% | 1.4% | 5% | 1% | -0.1% | 0%
- C=CCn1c(CSCc2ccc(F)cc2)n[nH]c1=S
 : 13% | -8% | 0.0% | -0.4% | -4.8% | -3% | 6% | -0.2% | -15%
- COc1ccc(/C=C(/C(=O)NCc2ccccc2)c2ccccc2)cc1
 : 23% | 1% | -0.7% | -1.7% | -1.0% | 4% | -6% | 0.1% | 3%
- CC1CCCC(NC(=O)COC(=O)Cc2c[nH]c3ccccc23)C1C (centres undefined)
 : -3% | -31% | 0.2% | -0.4% | -7.5% | 8% | 11% | 0.7% | -7%
- O=C(O)CCC(=O)NCc1ccc(F)cc1
 : -3% | 2% | -0.2% | -1.9% | . | 6% | 5% | -0.1% | -3%
- COc1ccc(C(=O)O)cc1NC(=S)NC(=O)c1ccc(-c2ccc(Cl)cc2)o1
 : -1% | -16% | 0.6% | 45% | -0.4% | -4% | -17% | 0.1% | 10%
- COc1ccc(S(=O)(=O)/N=C2/NC(=O)/C(=C\c3cc(OC)c(OC)cc3[N+](=O)[O-])S2)cc1
 : 8% | -1% | -0.3% | 27% | 3.7% | 7% | 5% | 0.2% | 2%
- Cc1ccccc1NS(=O)(=O)c1cc(C(=O)N2CCCC2)ccc1Cl
 : -13% | -26% | -0.8% | -1.7% | -1.2% | -7% | 10% | -0.1% | -2%
- Cc1cc(C)c2nc(N3CCCC(C(=O)NCCN4CCOCC4)C3)sc2c1 (centres undefined)
 : 0% | -30% | -0.7% | 0.9% | -0.7% | 22% | 1% | -0.1% | -4%
- O=C(COC(=O)CCC(=O)c1cccs1)Nc1ccc(Cl)cn1
 : -9% | 12% | 0.7% | 6.6% | -2.6% | 13% | 10% | -0.1% | -3%
- CCN(CC)c1ccc(/C=C/C(=O)c2ccc(Br)cc2)cc1
 : 16% | 16% | 0.3% | 151% | -1.5% | ? | ? | 32% | ?
- CCN1CCN(C2CCCCC2NS(=O)(=O)c2ccc(Cl)cc2)CC1 (centres undefined)
 : -21% | -18% | 0.7% | -0.6% | -1.5% | -23% | -17% | -0.2% | -6%
- COCCCNC(=S)N(Cc1cccnc1)Cc1ccc(OC)c(OC)c1
 : 22% | -18% | -0.4% | -0.3% | 0.0% | -2% | 1% | -0.3% | -1%
- COc1ccccc1-n1cnnc1SCC(=O)Nc1cccc(S(=O)(=O)N2CCCCC2)c1
 : 29% | -12% | -1.0% | -1.3% | 2.3% | 12% | 2% | -0.3% | .
- Fc1cccc(Cl)c1CNC(c1ccccc1)c1ccccc1
 : -11% | 9% | 0.4% | 0.0% | 0.5% | 0% | 19% | 0.0% | 5%
- O=[N+]([O-])c1cccc(-c2nc(NCc3ccccc3)c3ccccc3n2)c1
 : -30% | -22% | -1.0% | -1.7% | -0.2% | 12% | 10% | -0.2% | 3%
- CCOCCCNC(=S)Nc1ccc2nc3n(c(=O)c2c1)CCCCC3
 : -32% | -46% | -0.6% | -1.1% | 2.2% | -2% | 12% | 0.0% | -10%
- COc1ccc(-c2nn(-c3ccccc3)cc2C(=O)N2c3ccc(C)cc3C3CN(C)CCC32)cc1 (centres undefined)
 : . | -28% | -0.5% | 1.1% | . | -5% | -11% | 1.1% | 13%
- O=C(NCCCN1CCc2ccccc2C1)Nc1ccc(Br)cc1
 : -63% | -11% | -1.3% | 0.6% | 6.1% | 8% | -1% | 0.2% | -18%
- CCNC(=S)N(CCc1c(C)[nH]c2ccc(C)cc12)Cc1cccnc1
 : 3% | -13% | 0.0% | -0.1% | -1.5% | 1% | 1% | 0.3% | 3%
- CC1CCN(S(=O)(=O)c2ccc3c(ccn3CCC(=O)NC(C)C)c2)CC1
 : 29% | -13% | 0.6% | 0.3% | -3.3% | -7% | 1% | -0.1% | -9%
- COCc1ccc(C(=O)N2CCCC(N3CCN(c4ccccc4C)CC3)C2)s1 (centres undefined)
 : 11% | -9% | 0.1% | -0.9% | 1.4% | -5% | 19% | -0.2% | 1%
- CC(C)Nc1ccc(C(CC(N)=O)NC(=O)c2ccc(Br)cc2)cc1[N+](=O)[O-] (centres undefined)
 : 34% | -5% | -0.2% | -2.2% | -4.0% | -4% | 6% | -0.1% | -9%
- CN(C)CCCNC(=S)N(CCCN(C)C)Cc1cc2cc3c(cc2[nH]c1=O)OCO3
 : 29% | -4% | 0.2% | 2.9% | -1.1% | -10% | 4% | 0.3% | 1%
- CCCc1cc(C(=O)N/N=C/c2ccc(CC)s2)c2ccccc2n1
 : -61% | 4% | 1.6% | 1.3% | -0.3% | 6% | -21% | 0.0% | 3%
- Cc1cc2ncc(S(C)(=O)=O)c(N)n2n1
 : 27% | -25% | -0.5% | 1.0% | -2.9% | -12% | -2% | -0.3% | -3%
- O=C(COC(=O)CCN1C(=O)/C(=C\C=C\c2ccccc2)SC1=S)Nc1ccc(Br)cc1
 : -1%[20 µM] | 28% | 0.1% | 19% | -3.4% | -5% | 1% | -0.1% | -7%
- CCC(=O)c1ccc(OCC(=O)NC2(C#N)CCCCC2)cc1
 : -9% | -15% | -0.7% | 2.6% | 1.0% | -12% | -2% | 0.0% | -1%
- COc1ccc2cc(C(=O)Nc3ccc(S(N)(=O)=O)cc3)sc(=O)c2c1OC
 : -10%[20 µM] | -35% | -0.2% | 6.3% | -1.5% | 18% | 7% | -0.1% | -4%
- Cc1cc(S(=O)(=O)N2CCCCCC2)c(Cl)cc1Cl
 : 15% | 3% | ? | 0.1% | 3.8% | -5% | 2% | 0.2% | -4%
- COc1ccc(-n2c(-c3ccc(Cl)cc3Cl)n[nH]c2=S)c(OC)c1
 : -25%[20 µM] | -14% | -1.3% | 1.4% | -0.4% | 6% | 4% | 0.7% | 9%
- COC(=O)c1cnc[nH]1
 : 14%[20 µM] | -9% | 0.0% | -0.6% | -3.8% | -7% | -5% | -0.1% | 0%
- O=C(CN1C(=O)c2cccc3cccc1c23)N1CCc2ccccc2C1
 : -10% | -5% | -0.9% | 2.8% | -2.1% | 8% | 13% | -0.3% | 4%
- CC(/C=C/c1ccc(N(C)C)cc1)=N/N=C1/NC(=O)CC(C(=O)Nc2ccc(Cl)cc2)S1 (centres undefined)
 : 10% | -32% | -0.5% | 0.6% | -0.1% | -2% | 8% | -0.2% | -31%
- Cc1ccc(/C=C/C(=O)NC(=S)N2CCN(C)CC2)cc1
 : -18% | -26% | -0.2% | 0.8% | -0.6% | 2% | -5% | -0.3% | -7%
- Cc1[nH][nH]c(=O)c1C(c1ccc(Cl)cc1)c1c(C)[nH][nH]c1=O
 : -19% | -14% | -0.5% | -0.5% | 0.8% | 1% | 8% | -0.2% | -14%
- CCOC(=O)c1c(C)[nH]c(C)c1S(=O)(=O)N(C)CC(=O)Nc1cccc(C)c1
 : -27% | -21% | -0.3% | 1.1% | 0.7% | -3% | -2% | -0.2% | 0%
- CC(=O)N1CCCC(C(=O)c2ccc3c4c(cccc24)CC3)C1 (centres undefined)
 : -8%[20 µM] | -37% | -0.4% | 0.8% | . | 12% | 3% | -0.1% | -4%
- CCN(CC)S(=O)(=O)c1ccc(OC)c(NC(=O)C2CC(=O)N(c3ccc4c(c3)OCCO4)C2)c1 (centres undefined)
 : 2% | -28% | 0.7% | -0.1% | 0.3% | 23% | 16% | -0.1% | 4%
- C[C@@H]1CC=C[C@H]2[C@H]1C(=O)N(Cc1ccccc1)[C@H]2c1ccc2ccccc2c1Br
 : 34% | -1% | 3.3% | -0.2% | -1.3% | -18% | 3% | 1.3% | -4%
- O=C(NC1CCCCC1)c1cccc(S(=O)(=O)N2CCOCC2)c1
 : 16% | -17% | -0.2% | 1.5% | -2.1% | -11% | 18% | 0.0% | -1%
- Cc1cc(=O)oc2cc(OCC(=O)NCCN3CCOCC3)ccc12
 : 27% | -27% | -0.2% | -0.7% | -0.3% | 9% | 14% | -0.2% | -5%

The list is partial; count on the stated rates, not on these rows.
